Compound activity from PubChem.
IL1B cytotox = HUVEC cytotoxicity counter-screen, IL-1B stimulated; cell count reduction, % at 2 µM; 94,000 compounds, 0.41% hits; HUVEC cell count loss, Hoechst imaging;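 active = cell count reduction more than 3 SD above the screen-wide mean, cut at about 70% in these data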;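 note: normalized per plate to untreated control cells as the no-loss baseline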
H69AR growth 86K = blocks growth of human H69AR lung tumor cells. viability, % at 10 µM. H69AR lung tumor viability, ATP luminescence, 72 h; active compounds read low. 85,000 compounds, 6% hits;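 active = viability at or below 40%; inactive = viability above 40%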;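 note: multidrug resistant small cell line overexpressing MRP-1 efflux transporter; 100% = mean luminescence of untreated control wells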
Smad3 FoxH1 inh = inhibitors of human Smad3 transcription factor binding; P84022; TR-FRET Smad3/Dy647-FoxH1 peptide binding, europium anti-His; inhibition, % at 25 µM; 88,000 compounds, 0.29% hits; AID 630;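 active = compounds that reduce the energy-transfer binding signal between the protein and its labelled peptide by more than half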;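 note: 0% = Smad3 plus labelled peptide maximal FRET and 100% = peptide-only background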
Lung fibro prol = blocks proliferation of human lung fibroblasts; AID 719; LL 47 human lung fibroblast viability, ATP luminescence; active compounds read low; viability, % at 10 µM; 85,000 compounds, 1.1% hits;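 active = viability at or below 50% in the single dose screen; inactive = viability above 50%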;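 note: compound exposure lasted 72 h before the ATP readout; 100% = median luminescence of untreated cell-only wells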
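Test system: LL 47 human lung fibroblasts / Incubation: 72 h compound exposure at 37 °C after overnight plating / Technique: luminescent ATP detection, CellTiter-Glo / Compound dosing: 0.1% DMSO in all compound wells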
Pyk2 oligo antag = Pyk2 (human) oligomerization antagonism; Q14289; Q293 cells, Pyk2 FERM NanoBiT luminescence; active compounds read low; z-score (the deposit names both 25 µM and 10 µM); 99,000 compounds, 0.83% hits;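 active = Z-score of -3 or lower, scaled per plate to the spread of control and sample wells; inactive = z-score above -3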;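 note: negative z-score means lost luminescence so less FERM oligomerization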
Target sequence (Q14289 whole entry, looked up): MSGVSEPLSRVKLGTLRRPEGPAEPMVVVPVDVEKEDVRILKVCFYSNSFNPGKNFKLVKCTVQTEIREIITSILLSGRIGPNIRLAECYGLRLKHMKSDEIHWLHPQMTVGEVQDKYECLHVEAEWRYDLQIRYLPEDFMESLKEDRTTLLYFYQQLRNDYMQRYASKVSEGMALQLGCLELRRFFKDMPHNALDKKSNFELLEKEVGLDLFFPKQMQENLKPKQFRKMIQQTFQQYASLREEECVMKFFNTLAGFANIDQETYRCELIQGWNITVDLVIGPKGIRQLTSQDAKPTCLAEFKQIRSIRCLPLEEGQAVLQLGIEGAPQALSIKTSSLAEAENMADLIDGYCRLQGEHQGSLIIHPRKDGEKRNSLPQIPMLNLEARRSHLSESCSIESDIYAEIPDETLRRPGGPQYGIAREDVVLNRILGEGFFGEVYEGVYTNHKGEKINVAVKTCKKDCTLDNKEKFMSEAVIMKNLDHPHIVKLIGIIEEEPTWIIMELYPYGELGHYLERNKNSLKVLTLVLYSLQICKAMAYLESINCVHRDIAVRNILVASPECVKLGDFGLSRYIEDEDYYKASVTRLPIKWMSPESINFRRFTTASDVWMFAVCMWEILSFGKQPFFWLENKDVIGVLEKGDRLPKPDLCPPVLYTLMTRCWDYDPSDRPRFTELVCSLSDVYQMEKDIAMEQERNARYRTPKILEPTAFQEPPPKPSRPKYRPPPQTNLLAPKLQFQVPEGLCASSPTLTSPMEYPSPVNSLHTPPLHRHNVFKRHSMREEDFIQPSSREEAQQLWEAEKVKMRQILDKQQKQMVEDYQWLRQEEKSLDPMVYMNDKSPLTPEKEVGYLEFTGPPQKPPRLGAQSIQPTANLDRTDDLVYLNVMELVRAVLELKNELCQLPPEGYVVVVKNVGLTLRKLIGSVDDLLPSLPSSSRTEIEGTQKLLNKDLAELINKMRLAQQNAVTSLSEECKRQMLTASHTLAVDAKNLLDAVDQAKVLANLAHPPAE
F-actin modifier = alters cytoskeleton assembly in HUVEC cells; HUVEC TNFa F-actin phalloidin imaging, high content; 91,000 compounds, 0.18% hits; inhibition, % at 2 µM;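 active = inhibition above the batch mean plus 3 SD and confirmed as a hit by visual image inspection, cut at about 30% in these data, passing the limit was not always enough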; note: strong numbers were not always called active
HUVEC inhibit = human endothelial cell proliferation inhibition | HUVEC proliferation, CellTiter-Glo luminescence, 72 h; active compounds read low | viability, % at 10 µM (by protocol) | 86,000 compounds, 1.1% hits | AID 648;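 active = viability at or below 30%; inactive = viability above 30%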;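 note: 100% = median luminescence of DMSO-only cell control wells on each plate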
VCAM1 TNFa inh = reduces TNF alpha induced VCAM1 expression in HUVEC; HUVEC TNFa-induced VCAM-1 immunofluorescence, high-content imaging; inhibition, % at 2 µM; 95,000 compounds, 0.48% hits; AID 802;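 active = inhibition above the batch mean plus 3 SD, with images confirmed as a hit by eye, cut at about 37% in these data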;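 note: 0% = TNF-stimulated DMSO wells and 100% = unstimulated control wells; not every result past the cut was called active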
TNFa cytotox = toxic to HUVEC cells under TNF alpha stimulation. HUVEC TNFalpha-stimulated, Hoechst cell count, imaging. 93,000 compounds, 0.17% hits. AID 848. cell count reduction, % at 2 µM;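 active = cell count reduction exceeding the screen mean by over 5 SD, scaled to untreated wells per plate, cut at about 78% in these data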;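 note: cells counted after 24 h of TNF alpha exposure following the 1 h pretreatment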
* hit, by the source's call; · = no result given; [ ] = another dose, or the depositor's remark.

SMILES	IL1B cytotox	H69AR growth 86K	Smad3 FoxH1 inh	Lung fibro prol	Pyk2 oligo antag	F-actin modifier	HUVEC inhibit	VCAM1 TNFa inh	TNFa cytotox
CC12CCC(C(=O)Nc3ccccc3)(C/C1=N\O)C2(C)C (stereo not drawn)	-1	112	-4	96	2.8	20	94	12	-14
CCN1CC=C2C(C1)C(c1ccc(Cl)s1)C(C#N)=C(N)C2(C#N)C#N (stereo not drawn)	5	60	3	92	-0.77	-21	80	9	-15
CN(CC(=O)NCc1ccccn1)S(=O)(=O)c1ccc(Cl)cc1	·	87	6	104	0.18	·	94	·	·
CC1=C(C)C(=O)C(CCCCC#CCCCC#CCO)=C(C)C1=O	·	41	9	81	·	·	74	·	·
Cc1cc(N2C(=O)C3CC=CCC3C2=O)no1 (stereo not drawn)	-42	96	4	91	2.2	6	103	15	-7
Cc1cc2cc(CN(CCCO)S(=O)(=O)c3cccc4nsnc34)c(=O)[nH]c2cc1C	-31	71	-4	102	-0.69	13	90	16	-37
O=C(NCc1cccnc1)c1cccc2c1C(=O)N(C1CCCCC1)C2	·	95	11[fluorescence artefact?]	98	-0.78	·	95	·	·
O=S(=O)(NC1CCN(Cc2ccccc2)CC1)c1cccc(S(=O)(=O)N2CCOCC2)c1	-27	88	-5	92	0.14	13	85	8	-40
O=C(CN(Cc1ccco1)C(=O)CNS(=O)(=O)c1ccccc1)NCc1ccccc1	14	78	-17	100	-0.86	9	107	-10	2
COc1ccccc1-n1c(SCC(=O)NC(C)(C)C)nc(O)cc1=O	-15	89	-7	104	0.01	-16	101	1	-15
CCOC(=O)c1nnc2cc(-c3ccccc3)nn2c1C	10	90	6	107	-1.2	-13	111	14	-15
COc1ccccc1N1CCN(S(=O)(=O)c2cc(C)sc2C)CC1	-15	76	-7	85	·	12	83	8	-18
CCOC(=O)N1CCN(S(=O)(=O)c2cc(Br)cc3c2N(C(C)=O)C(C)C3)CC1 (stereo not drawn)	·	89	-4	90	-0.34	·	89	·	·
COc1nc(N(c2ccccc2)c2ccccc2)nc(-n2ccnc2)n1	-64	59	6	88	-2.2	20	92	12	-13
C=CCn1c(SCC2=C(C(=O)OCC)C(C)NC(=O)N2)nnc1C1CCCCC1 (stereo not drawn)	11	·	·	·	-0.27	-2	·	-2	-3
Cc1cccc(C(=O)Nc2sc3c(c2C#N)CCCCC3)c1	13	58	5	99	-0.4	19	71	2	-25
CCCCCOC(=O)C1=C(C)NC(=O)NC1c1ccccc1OCC (stereo not drawn)	·	88	-17	95	-1.2	6	99	-5	-3
COc1ccc(-c2cc3nc(-c4ccccc4)cc(N4CCC5(CC4)OCCO5)n3n2)cc1	10	100	21[fluorescence artefact?]	100	-0.11	-22	92	10	0
CC(C)NC(=O)NC(=O)COC(=O)Cc1ccsc1	-1	98	7	102	1.4	-8	97	7	27
CCOC(=O)C1CCN(C(=O)CSc2ccccc2)CC1	-25	107	11	102	-0.83	12	88	-22	·
Cc1cccc(N2C(=O)CC(N3CCN(Cc4ccc(Cl)cc4)CC3)C2=O)c1 (stereo not drawn)	4	94	-4	99	0.91	-3	90	-2	-15
Cc1ccccc1NC(=S)N(CCN(C)C)C(C)c1ccccn1 (stereo not drawn)	-12	96	12	106	0.48	-2	90	12	-12
COc1ccc(CC(=S)N2CCOCC2)cc1OC	-11	·	·	·	-0.36	14	·	0	-7
O=P(c1ccc2c(c1)OCCO2)(N1CCOCC1)N1CCOCC1	-17	82	-10	109	-0.41	5	98	8	8
COC(=O)c1c(C)nn(-c2ccccc2)c1-n1cccc1	5	82	4	85	1.1	10	89	7	-13

(continued)
SMILES	IL1B cytotox	H69AR growth 86K	Smad3 FoxH1 inh	Lung fibro prol	Pyk2 oligo antag	F-actin modifier	HUVEC inhibit	VCAM1 TNFa inh	TNFa cytotox
O=C(C1CCCN(S(=O)(=O)c2cccc3nsnc23)C1)N1CC=C(c2ccccc2)CC1 (stereo not drawn)	3	82	7	102	-2.3	16	98	1	-15
O=[N+]([O-])c1ccc(/C=N/Nc2nc(N3CCCCC3)nc(N3CCCCC3)n2)o1	0	44	-7	88	0.41	·	79	16	-25
Cc1cc(C)cc(N(C(C)C(=O)NC2CCCC2)S(C)(=O)=O)c1 (stereo not drawn)	16	81	-21	100	2.3	-9	100	7	2
CCC(=O)c1c[nH]c(C(=O)NCCCn2ccnc2)c1	-8	·	·	·	0.38	-8	·	9	-4
CC1(C)CC2CC(C)(CN2C(=O)COC(=O)c2ccc(Cl)c(N)c2)C1 (stereo not drawn)	9	79	-4	108	0.95	-7	107	13	8
CN(C(=O)CSc1nnc(NC2CCCCC2)s1)C1CCS(=O)(=O)C1 (stereo not drawn)	5	95	-5	92	-0.46	-32	96	17	21
O=C(CSc1ncc(-c2ccc(F)cc2)n1Cc1ccco1)Nc1nccs1	-3	58	9	84	0.18	2	78	2	-1
Cc1cc(Cl)cc(C)c1OCCCCN1CCOCC1	-21	93	9	101	-0.23	0	92	28	8
CCN(CCCNC(=O)CNC(=O)Cn1cnc2ccccc2c1=O)c1cccc(C)c1	·	77	-12	95	1.6	·	93	·	·
CCN(CC)CCCNC(=O)c1cc(-c2ccc(Cl)c(Cl)c2)on1	14	·	·	·	0.66	-8	·	6	-20
CCN(CC)c1ccc(NC(=O)CN2CCN(c3ccc(F)cc3)CC2)cc1	2	93	2	89	-0.43	-25	104	11	-10
CC(C)OC(=O)CSc1ncnc2c1cnn2-c1ccccc1	-25	91	0[fluorescence artefact?]	88	0.56	24	110	-8	-24
Cc1ccc(S(=O)(=O)N2c3ccccc3OCC2c2ccccc2)cc1 (stereo not drawn)	-14	·	·	·	-0.93	-39	·	0	-12
N#Cc1c(N)n[nH]c1-c1cc2c([nH]1)CCCC2	-21	70	-4	96	-0.85	6	87	-1	-17
CCCCNCc1ccc(SC)cc1	-47	·	·	·	-0.65	10	·	3	-15
Cc1ccc(NC(=O)N/C=C/c2ccco2)cc1C	-36	·	·	·	1.2	9	·	23	-23
CC1CC(Nc2ccccc2)=CC(=O)O1 (stereo not drawn)	7	·	·	·	-1.3	10	·	16	-5
c1ccc(-c2nc3c(ccc4ccccc43)[nH]2)nc1	-20	42	14	75	-1.2	9	66	2	-20
O=C(Nc1cccc2cccnc12)c1ccc(Br)o1	-11	37*	2	90	-0.97	-1	71	10	21
CCc1c(C)nc2ncnn2c1N1CCCC(C(=O)Nc2cc(F)ccc2C)C1 (stereo not drawn)	2	·	·	·	1.7	1	·	0	-3
CC(=O)Nc1nc(CCC(C)C)cc2c1c(=O)oc1ccccc12	0	96	1[fluorescence artefact?]	99	0.29	8	85	-1	-17
Cc1cccc(NC(=O)CCN2CCOCC2)c1	·	90	-1	98	0.16	-3	90	17	48
CCN1C=CC2=C(C#N)C(N)C(C#N)(C#N)C(c3ccccc3C(F)(F)F)C2C1 (stereo not drawn)	-29	54	-21	94	-0.32	8	92	-6	-30
CC(=O)Nc1ccc(C(=O)NNC(=O)CCc2ccccc2)cc1	-23	·	·	·	0.19	-12	·	3	14
CCOC(=O)Nc1sc2c(c1C#N)CCC(C)C2 (stereo not drawn)	7	99	-7	83	-0.25	·	98	·	·

Compound profiles, from the list above.
O=[N+]([O-])c1ccc(/C=N/Nc2nc(N3CCCCC3)nc(N3CCCCC3)n2)o1 is entered as IL1B cytotox: 0; H69AR growth 86K: 44; Smad3 FoxH1 inh: -7; Lung fibro prol: 88; Pyk2 oligo antag: 0.41; F-actin modifier: ·; HUVEC inhibit: 79; VCAM1 TNFa inh: 16; TNFa cytotox: -25
c1ccc(-c2nc3c(ccc4ccccc43)[nH]2)nc1 is entered as IL1B cytotox: -20; H69AR growth 86K: 42; Smad3 FoxH1 inh: 14; Lung fibro prol: 75; Pyk2 oligo antag: -1.2; F-actin modifier: 9; HUVEC inhibit: 66; VCAM1 TNFa inh: 2; TNFa cytotox: -20
O=C(C1CCCN(S(=O)(=O)c2cccc3nsnc23)C1)N1CC=C(c2ccccc2)CC1 (stereo not drawn) is entered as IL1B cytotox: 3; H69AR growth 86K: 82; Smad3 FoxH1 inh: 7; Lung fibro prol: 102; Pyk2 oligo antag: -2.3; F-actin modifier: 16; HUVEC inhibit: 98; VCAM1 TNFa inh: 1; TNFa cytotox: -15

Other structures
SMILES	IL1B cytotox	H69AR growth 86K	Smad3 FoxH1 inh	Lung fibro prol	Pyk2 oligo antag	F-actin modifier	HUVEC inhibit	VCAM1 TNFa inh	TNFa cytotox
CCOc1nc(S(=O)(=O)c2ccc(C)cc2)c(Cl)s1	4	87	-3[fluorescence artefact?]	·	-0.56	30	105	14	0
[O-][n+]1onc2c1CCc1c-2nn(-c2ccccc2Cl)[n+]1[O-]	3	·	3	56	0.72	6	63	17	-75
COC(=O)c1c(NC(=O)C2(C)Cc3ccccc3C(=O)O2)sc2c1CCCC2 (stereo not drawn)	-7	·	·	·	-2.2	20	·	-11	1
CC(=O)N1CCCc2cc(S(=O)(=O)NC(C(=O)NCc3ccc(C)cc3)C(C)C)ccc21 (stereo not drawn)	0	88	7	100	0.82	-19	90	24	-6
COc1cc(S(=O)(=O)NC2CCCCC2)ccc1Cl	-153	100	-15	103	-2.4	-17	78	-3	6
CCc1nnc(NC(=O)c2cnccn2)s1	-36	102	-7	94	-0.54	4	106	12	-12
COc1cc2c(C(=O)NCCCN3CC(C)CC(C)C3)cn(CC(C)C)c(=O)c2cc1OC (stereo not drawn)	-1	79	11	101	0.63	11	77	-8	-3
CCN(CC)CCNC(=O)Cn1nc(-c2ccccc2)c2ccccc2c1=O	-15	88	2	99	-0.06	16	90	1	-24
CCn1c(C)nc2c(=O)oc3ccccc3c21	39	91	17	97	-0.14	-8	94	4	-3
Cc1noc(C)c1COc1cccc(C(=O)OCCOc2ccc(F)cc2)c1	-12	88	-3	101	0.87	17	93	-16	-20
O=C(CNS(=O)(=O)c1ccc(F)cc1)Nc1ccc(C(F)(F)F)cc1	-8	87	2	125	0.15	2	104	14	7
CC(=O)N1CCN(c2ccc(NCc3cccs3)cc2)CC1	24	80	8	100	-0.14	-12	98	9	12
CC1CCC(NCc2ccco2)CC1 (stereo not drawn)	-23	94	-2	101	0.03	-8	106	18	-5
COc1cccc(C2N(c3cccc(Cl)c3)C(=O)C3CCCN32)c1 (stereo not drawn)	-6	83	5	103	·	-14	102	-14	-20
Cc1c(C(=O)NCc2cccnc2)oc2ccccc12	-6	91	-4	·	0.28	2	93	0	-19
O=C(O)CCCCCNS(=O)(=O)c1ccc(Cl)cc1	-83	101	2	106	-0.51	4	92	-18	-38
Cc1ccc2oc(=O)c3cnn(CC(=O)N4CCN(c5ccccc5)CC4)c3c2c1	2	75	-2	96	·	2	83	3	-27
CCN1CCC(C(N)=O)CC1	6	90	7	101	-0.13	-3	95	15	-19
CCCC(=O)c1cc(F)c(N2CCOCC2)cc1C	-2	111	0	110	3	17	113	7	-29
Cc1ccc(CNc2nc(N)c([N+](=O)[O-])c(Nc3ccc(F)cc3)n2)cc1	-5	96	-5	96	1.3	-25	96	7	0
CC1=C(C(N)=O)C(c2ccco2)C(C(N)=O)=C(C)N1	25	94	5	97	0.48	8	93	7	-15
N#Cc1nc(COc2ccc(Cl)cc2)oc1NCc1ccc2c(c1)OCO2	15	85	0[fluorescence artefact?]	90	-1.3	9	94	8	-13
CC(=O)NC(Cc1c[nH]c2ccccc12)C(=O)OCC(=O)Nc1cc(C)on1 (stereo not drawn)	17	82	-11	95	-0.29	-7	102	2	5
CCn1c(COc2cccc3ccccc23)nnc1SCC(N)=O	9	100	-6	98	0.87	-9	93	-8	-7
Cc1ccc(CCC2C3=C(CCCC3=O)OC3=C2C(=O)CCC3)cc1	·	96	-11	93	-1	19	106	-17	-34
Clc1ccc(Cl)c(-c2ccc(/C=N/c3ncn[nH]3)o2)c1	-13	92	-16	102	0.58	-17	78	16	-6

Not all compounds are listed, so the mix of outcomes need not match the whole.
